Bioassay records deposited in PubChem BioAssay by several laboratories.
Tb hexokinase: T. brucei hexokinase 1 inhibition. recombinant TbHK1, G6PDH-coupled NADH A340. inhibition, % at 10 µM. 220,000 compounds, 0.11% hits;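 active = inhibition of 50% or more in the single-dose primary screen; inactive = inhibition below 50%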
Hck-Nef inh: inhibitors of human Hck kinase activated by Nef | inhibition, % at 20 µM | Recombinant Hck-YEEI plus Nef, Z-Lyte FRET kinase assay | 220,000 compounds, 0.68% hits;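 active = Hck-Nef kinase inhibition above about 50%, limit read from the data; inactive = inhibition below that limit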;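 note: 0% = DMSO with Hck plus Nef and 100% = Hck alone without Nef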
eIF4E 4G PPI: blocks eIF4E binding to eIF4G | P63073+Q04637 | inhibition, % at 21.7 µM | TR-FRET eIF4E-eIF4GI(517-606) binding, 2 h | AID 782 | 220,000 compounds, 0.37% hits;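 active = inhibition above about 30%, limit read from the data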;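 note: 0% = full FRET control wells and 100% = background wells lacking eIF4GI fragment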
Target sequence (P63073 whole entry, looked up, the tested form may be a part): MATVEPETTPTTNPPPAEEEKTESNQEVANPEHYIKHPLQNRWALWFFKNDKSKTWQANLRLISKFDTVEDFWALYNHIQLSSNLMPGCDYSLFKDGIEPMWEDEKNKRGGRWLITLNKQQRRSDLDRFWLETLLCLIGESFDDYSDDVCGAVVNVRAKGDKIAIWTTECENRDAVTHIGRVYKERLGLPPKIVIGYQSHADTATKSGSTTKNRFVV
Target sequence (Q04637 whole entry, looked up, the tested form may be a part): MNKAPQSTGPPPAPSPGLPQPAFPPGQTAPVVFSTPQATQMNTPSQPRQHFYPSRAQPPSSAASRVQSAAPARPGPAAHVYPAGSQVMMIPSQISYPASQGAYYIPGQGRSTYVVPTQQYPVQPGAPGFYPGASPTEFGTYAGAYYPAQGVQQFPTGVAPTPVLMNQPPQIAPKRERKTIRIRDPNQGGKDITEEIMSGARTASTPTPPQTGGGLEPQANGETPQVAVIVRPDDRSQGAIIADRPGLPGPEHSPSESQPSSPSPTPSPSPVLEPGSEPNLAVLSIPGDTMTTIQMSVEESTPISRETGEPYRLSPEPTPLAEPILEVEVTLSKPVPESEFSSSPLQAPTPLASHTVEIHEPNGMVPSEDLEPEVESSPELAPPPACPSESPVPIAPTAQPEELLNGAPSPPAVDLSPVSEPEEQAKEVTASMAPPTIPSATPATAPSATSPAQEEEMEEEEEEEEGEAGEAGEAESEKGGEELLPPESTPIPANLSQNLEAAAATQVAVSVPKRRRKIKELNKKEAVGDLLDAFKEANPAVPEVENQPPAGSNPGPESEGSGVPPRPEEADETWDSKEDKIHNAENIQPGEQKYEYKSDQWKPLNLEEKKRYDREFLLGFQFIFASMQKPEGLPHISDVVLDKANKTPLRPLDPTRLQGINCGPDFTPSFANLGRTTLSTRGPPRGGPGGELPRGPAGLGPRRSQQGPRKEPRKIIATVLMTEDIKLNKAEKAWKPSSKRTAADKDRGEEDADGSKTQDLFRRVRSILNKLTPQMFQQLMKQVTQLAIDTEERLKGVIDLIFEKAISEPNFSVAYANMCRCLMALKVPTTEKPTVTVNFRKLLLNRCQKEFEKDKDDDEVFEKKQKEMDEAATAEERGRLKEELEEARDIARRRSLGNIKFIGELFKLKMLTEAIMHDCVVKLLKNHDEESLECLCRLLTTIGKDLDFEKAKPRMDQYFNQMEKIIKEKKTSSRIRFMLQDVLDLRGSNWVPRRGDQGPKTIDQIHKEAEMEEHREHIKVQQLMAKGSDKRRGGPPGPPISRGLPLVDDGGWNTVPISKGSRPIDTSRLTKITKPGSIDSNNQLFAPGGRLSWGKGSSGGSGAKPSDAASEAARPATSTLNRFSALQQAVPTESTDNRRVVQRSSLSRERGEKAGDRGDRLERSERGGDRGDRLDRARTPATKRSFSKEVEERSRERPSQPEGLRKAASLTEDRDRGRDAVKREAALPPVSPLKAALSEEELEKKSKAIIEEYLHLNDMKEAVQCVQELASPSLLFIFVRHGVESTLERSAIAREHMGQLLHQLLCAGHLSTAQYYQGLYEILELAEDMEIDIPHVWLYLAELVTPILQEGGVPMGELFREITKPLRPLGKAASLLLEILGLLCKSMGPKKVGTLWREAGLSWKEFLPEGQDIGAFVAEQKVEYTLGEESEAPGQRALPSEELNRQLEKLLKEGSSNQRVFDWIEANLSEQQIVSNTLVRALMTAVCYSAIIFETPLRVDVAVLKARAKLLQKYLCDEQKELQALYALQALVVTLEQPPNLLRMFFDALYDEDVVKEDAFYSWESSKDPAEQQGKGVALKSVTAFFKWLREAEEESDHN
EP2 mod: EP2 receptor (human) modulation. EP2-expressing cells, cAMP HTRF FRET, PGE2 co-stimulation. induction, % at 25 µM. 260,000 compounds, 0.83% hits. AID 940;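 active = compounds whose cAMP rise, as percent of the full-agonist control response, exceeds 60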;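 note: rat C6 glioma line stably carrying human EP2 under a CMV promoter; the protocol text gives 20 µM as final concentration; 100% = response of wells given 1 µM PGE2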
m-calpain inh: inhibitors of pig calpain II | purified calpain II, fluorogenic peptide substrate, 30 min | inhibition, % at 16 µM | 220,000 compounds, 0.37% hits;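 active = inhibition above about 50%, limit read from the data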
Rad51 HR inh: Rad51 (human) homologous recombination inhibition | Q06609 | hRad51 DNA strand exchange, fluorescence dequenching | inhibition, % at 10 µM | 200,000 compounds, 0.085% hits | AID 1385;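 active = inhibition above 40% at the single screening dose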;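 note: 0% = DMSO control wells and 100% = blanks with heterologous ssDNA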
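Material: hRad51 filaments on single-stranded DNA; Reagent: Donor/quencher-labelled 47-bp dsDNA substrate; Compound: 10 µM final, single point; Schedule: 37 °C 15-min filament assembly, 30-min compound preincubation, 15-min exchange; Technique: FRET fluorescence, excitation 485 nm, emission 520 nm; Benchmarks: control wells and blank wells on each plate.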
L929 necroptosis: L929 zVAD cell death inhibition; viability rescue, % at 10 µM; L929 zVAD necroptosis rescue, ATP luminescence, 24 h; with zVAD 60 µM; 220,000 compounds, 0.38% hits; AID 1377;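 active = activation, scaled between plate controls, above about 75%, limit read from the data; inactive = activation under that limit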;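 note: 0% = zVAD with DMSO and 100% = DMSO alone without zVAD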
PGE2 EP2 inh: inhibitors of human EP2 prostaglandin E2 receptor; inhibition, % at 25 µM; 260,000 compounds, 0.52% hits; C6 glioma cells expressing human EP2, cAMP TR-FRET; cells stimulated with saturating PGE2; P43116;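 active = percent inhibition above 40 after rounding to a whole number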;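 note: rat C6 glioma host cells with rolipram phosphodiesterase inhibitor present; the protocol text gives 20 µM as final concentration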
14-3-3 Bad inh: disrupts binding of bovine 14-3-3 zeta to phospho-Bad peptide | P63103 | TR-FRET 14-3-3zeta/Dy647-pBad peptide displacement, 1 h | inhibition, % at 21.7 µM | 220,000 compounds, 0.71% hits | AID 781;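 active = inhibition above about 70%, limit read from the data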;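 note: 0% = full 14-3-3 plus peptide FRET controls and 100% = background without 14-3-3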
Numbers without * were called inactive; nt = no result given; & = joins results of further samples; ! = not confirmed by another sample; [ ] = dose if it differs, or a comment. A portion of the library. The share of hits here may be higher or lower than overall.

Order of results: Tb hexokinase	Hck-Nef inh	eIF4E 4G PPI	EP2 mod	m-calpain inh	Rad51 HR inh	L929 necroptosis	PGE2 EP2 inh	14-3-3 Bad inh
- Cn1cc(SCC(=O)O)c2ccccc21
→ 7	-10	-1[fluorescence artefact?]	6	-36	-1	0.9	5	-4
- O=C(CNC(=O)c1ccc(Cl)cc1Cl)OCc1nc2ccccc2s1
→ 3	4	8	-18	2	16	2.5	5	-6
- COc1ccc(C(=O)COc2ccc3ccc(=O)oc3c2)cc1
→ -39	9	7	-40	-15	11	0.2	8	17
- N#Cc1c(NC(=O)CSc2ncccn2)oc(-c2ccccc2)c1-c1ccccc1
→ 5	14	nt	nt	nt	2	0.4	8	nt
- CC(C)(O)C#Cc1ccc(C(=O)NC(CCCNC(N)=O)C(=O)O)s1 (stereo not given)
→ 2	12	-3	10	15	9	0.5	2	-10
- O=C(O)CC(Cn1[nH]nnc1=S)c1ccccc1 (stereo not given)
→ 0	-22	-6[fluorescence artefact?]	1	5	-2	0.3	4	61
- Cc1cc(C)c2c(c1)cc(C)c1nnc(SCC(=O)Nc3ccccc3N3CCOCC3)n12
→ -8	1	-5	24	0	-14	-1.1	10	-4
- COc1ccc(-c2nc3cnccn3c2Nc2ccc3c(c2)OCO3)cc1
→ -6	17	1	-48	-5	2	-0.8	11	-4
- O=C(CCCCCn1c(=S)[nH]c2ccc(N3CCOCC3)cc2c1=O)NCc1ccc2c(c1)OCO2
→ -13	20	20	5	-122	-1	1.2	17	63
- COc1cc(C(=O)NCc2ccc(F)cc2)cc(Cl)c1OC
→ 2	6	-1	-3	-2	-29	nt	6	-7[fluorescence artefact?]
- O=C(Nc1ccc2c(c1)OCO2)C1CCN(c2ccc(S(=O)(=O)N3CCOCC3)cc2)CC1
→ -6	0	-8	-15&-8	-8	3	1.8	5&10	-4
- CCOc1ccc(N2CC(C(=O)Nc3cccc(S(=O)(=O)NC4=NCCC4)c3)CC2=O)cc1 (stereo not given)
→ 4	14	97*	-13	-9	21	-0.6	3	-5
- CC(C)CC(=O)Nc1ccc2c(c1)oc1ccccc12
→ -1	-1	4	-39	0	0	6.7	18	-8
- CCCCNC(=O)c1onc(CSc2cccc(OC)c2)c1C(=O)O
→ 1	1	1	26	12	1	0.3	8	3[fluorescence artefact?]
- CCOc1cc(C(F)(F)F)cnc1/C(N)=N/O
→ -8	1	0	15	-16	-9	0.7	13	-8
- O=C(O)C1C2C=CC3(O2)C1C(=O)N1c2ccccc2COC13 (stereo not given)
→ 5	-2	-1[fluorescence artefact?]	1	30	nt	0.1	11	-14[fluorescence artefact?]
- COc1ccc(C2(C)NC(=O)N(CC(=O)NCCC3=CCCCC3)C2=O)cc1OC (stereo not given)
→ 2	-3	6	28	22	3	0.8	-4	1[fluorescence artefact?]
- Cc1ccccc1C(=O)NNC(=S)NC(=O)c1cccnc1
→ -4	-5	-8	28	9	13	0.7	12	-8
- O=C(O)CCCCCNS(=O)(=O)c1cccc2c1C(=O)c1ccccc1C2=O
→ -11	4	-5[fluorescence artefact?]	18	4	-11	1.8	6	-4[fluorescence artefact?]
- C/C=C/C(=O)OCC(=O)Nc1cc([N+](=O)[O-])ccc1Cl
→ -10	3	5	33	1	11	nt	6	5
- COc1ccc(S(=O)(=O)Nc2ccc(F)c(F)c2)cc1Cl
→ -3	6	-1[fluorescence artefact?]	-12	20	3	0.3	11	7
- C[C@@H]1NC(=O)c2cc([N+](=O)[O-])cc(I)c2OCC[C@@H](C(=O)NC(CC(=O)O)C(N)=O)NC(=O)[C@H](CC(N)=O)NC1=O (stereo not given in full)
→ -9	-1	-4	24	11	-3	4.2	16	2
- CC[C@H](C)[C@H](NC(N)=O)C(=O)Nc1ccc2c(c1)OCO2
→ -4	-15	-1	-13	-1	-2	-1.3	4	-4
- Cc1cc(/C=C2\C(=O)NN(c3ccccc3)C2=O)c(C)n1-c1ccccc1O
→ -27	18	-3	6	-7	-32	1.0	1	4
- COc1ccc2[nH]c(=O)c(CNc3ccccc3C)cc2c1
→ -20	24	3	-16	-4	-10	0.1	7	3
- Cc1ccc(CCNC(=O)C2CCN(C(=O)c3sccc3-n3cccc3)CC2)cc1
→ -1	-1	5	-18	14	11	0.0	17	-1
- CSc1ccccc1C(=O)NC1CC2CCC1C2 (stereo not given)
→ 1	-9	2[fluorescence artefact?]	4	-31	5	-1.1	9	-10[fluorescence artefact?]
- CN(C)c1ncnc2c1ncn2C1OC(CO)C(O)C1O (stereo not given)
→ -7	1	0	-1	-34	0	55	15	6
- COc1cccc(C(=O)/C=C/Nc2ccc(S(=O)(=O)Nc3ccc(C(C)=O)cc3)cc2)c1
→ -16	2	4[fluorescence artefact?]	-4	-101	2	2.8	11	-2
- CC(=O)c1c(C)[nH]c(C(=O)OCC(=O)Nc2ccc(Cl)cc2[N+](=O)[O-])c1C
→ -3	1	-2	4	-11	5	2.0	37	-12

Structures listed so far marked active in eIF4E 4G PPI:
Molecule | Tb hexokinase | Hck-Nef inh | eIF4E 4G PPI | EP2 mod | m-calpain inh | Rad51 HR inh | 14-3-3 Bad inh
CCOc1ccc(N2CC(C(=O)Nc3cccc(S(=O)(=O)NC4=NCCC4)c3)CC2=O)cc1 (stereo not given) | 4 | 14 | 97* | -13 | -9 | 21 | -5

(listing goes on)
Order of results: Tb hexokinase	Hck-Nef inh	eIF4E 4G PPI	EP2 mod	m-calpain inh	Rad51 HR inh	L929 necroptosis	PGE2 EP2 inh	14-3-3 Bad inh
- COc1cccc(N2C(=O)C(CC(=O)Nc3ccc(F)cc3)N(C3CCCCC3)C2=O)c1 (stereo not given)
→ -2	-1	-1	4	1	4	0.0	7	2
- CC1CC(=O)c2cnc(NCC3CCCO3)nc2C1 (stereo not given)
→ 0	-1	-1	1	47	1	-0.3	6	-2
- CCCCCn1ccc(=O)c2c(C(F)(F)F)nccc21
→ -27	-8	7	24	-10	-7	-1.0	8	-4
- O=C(Nc1nnc(-c2ccccc2)o1)NC1CCCCC1
→ 5	3	nt	-22	-73	-1	2.6	5	nt
- CCOc1nc(SCCOc2ccccc2)nc(N(C)C)n1
→ 0	-1	7	40	20	3	0.1	9	15
- CCOC(=O)C1=C(C)N=c2s/c(=C\c3cccn3C)c(=O)n2C1c1cccc(OC)c1OC (stereo not given)
→ -27	-1	-1[fluorescence artefact?]	16	-12	-24	0.1	7	-4[fluorescence artefact?]
- O=C(Nc1ccc(N2CCOCC2)cc1)C1CC(O)CN1S(=O)(=O)c1ccc(Cl)cc1 (stereo not given)
→ -1	-4	3	15	-14	4	2.2	7	-12
- O=C(Nc1nnc(-c2ccc(F)cc2)o1)c1ccco1
→ -31	30	-20	13	-7	-4	-0.2	12	-3
- Cc1ccc(C(NC(=O)N2CC(C)OC(C)C2)C(Cl)Cl)cc1F (stereo not given)
→ 0	2	-2	5	0	10	0.1	10	7
- CCn1cc(-c2cc(C(=O)O)on2)c(C)n1
→ 0	2	-1	21	-30	5	1.5	13	2
- CC(=O)c1cc(C(=O)N2CCCC(CCC(=O)N(C)CCc3ccccn3)C2)cs1 (stereo not given)
→ -8	8	1	2	13	nt	-0.3	6	-6
- CCc1cc2c(SCC(=O)NC3CCS(=O)(=O)C3)ncnc2s1 (stereo not given)
→ -2	17	-2	5	-7	-6	1.9	4	-7
- CCCCN=C1NN=C(c2cccc([N+](=O)[O-])c2)CS1
→ -8	24	-3	-31	37	5	50	4	-5
- CC(C)CNC(=O)c1cccc(NC(=O)CSc2ccccc2)c1
→ 0	1	0	-17	-5	0	3.9	6	5
- CCOC(=O)COc1ccc(Cl)cc1C1NC(=O)NC(C)=C1C(C)=O (stereo not given)
→ -5	10	2[fluorescence artefact?]	7	-20	-8	0.2	12	3
- O=C1CC(C(=O)Nc2ccccc2)S/C(=N\NC(=O)c2ccccc2Cl)N1 (stereo not given)
→ -1	1	0	11	-9	8	0.5	6	-6
- Cc1cc(=O)[nH]c(N/N=C/c2ccc(Cl)c([N+](=O)[O-])c2)n1
→ -27	-2	-9	-9	-22	nt	1.3	10	-6
- FC(F)Oc1ccc(-c2csc(Cc3nnc4n3CCCCC4)n2)cc1
→ 0	0	-5	-8	5	-5	-0.1	15	14
- FC(F)(F)Sc1ccc(NC(=S)NCc2ccccc2)cc1
→ 1	5	1	-33	-3	5	0.9	9	4
- N#Cc1ccc(OCC(=O)NCCc2ccc(S(N)(=O)=O)cc2)cc1
→ -2	1	-15	11	21	-7	0.5	7	-2
- COc1ccccc1C(=O)N1CCN(c2cccc(Cl)c2)CC1
→ -1	6	-4	-34	-17	2	0.4	13	-7
- COC(=O)C1(CCSC)NC(c2ccc(O)cc2)C2C(=O)N(c3ccc4c(c3)OCCO4)C(=O)C21 (stereo not given)
→ 3	3	2[fluorescence artefact?]	-26	-15	-1	0.3	4	0
- CC1=NN(c2ccccc2)C(=O)/C1=C\c1cn(C)c2ccccc12
→ -10	17	-2	36	-2	-3	2.2	1	-2
- CC(=O)NC(Cc1ccccc1C)C(=O)NC1CCN(C(=O)c2ccc(C)cc2)CC1 (stereo not given)
→ 2	15	0	1	18	-13	2.0	13	6
- N#Cc1c(SCC(=O)O)nc(N2CCOCC2)c2c1CCCC2
→ -19	10	-3	57	-32	1	0.2	8	11
- COc1ccccc1N/N=C1\COC(C)(C)CC1=O
→ -27	14	0	-12	-3	8	-0.4	10	-6
- CC(=O)c1c(C)[nH]c(C(=O)Nc2ccc(C)c(S(=O)(=O)Nc3ccc(C)cc3C)c2)c1C
→ -11	28	-7	-15	-46	23	-0.2	5	4
- COc1ccc(NC(=O)C2CCN(C(=O)c3cccs3)CC2)cc1OC
→ 0	-22	1[fluorescence artefact?]	11&23	4	-11	-0.2	13&9	0
- O=C(c1cc(Cl)cc(Cl)c1)N1CCN(c2cc(C(F)(F)F)nc3ccccc23)CC1
→ -24	8	2	-20	-9	2	0.4	6	-1
- O=C(Cc1ccc(Cl)cc1)NC1CC1
→ -3	18	-1	15	4	20	1.9	2	-6
- C/C(NCc1ccccc1)=C(\C#N)C(=O)NCc1ccccc1
→ 1	1	-4	37	-2	1	1.0	13	10
- N#CCCN(C(=O)COC(=O)c1ccc(CNS(=O)(=O)c2ccc(F)c(Cl)c2)cc1)c1ccc(F)cc1
→ 30	5	-6	-47	30	10	0.2	10	-6
- O=C(N/N=C/c1c(Cl)nc2ccccn2c1=O)c1cccnc1
→ -22	-5	5	33	-14	-2	0.7	15	0
- Cc1cccc(-n2nc3c(c2NC(=O)c2ccco2)CS(=O)C3)c1C (stereo not given)
→ -2	12	1	11	-6	nt	0.2	1	-1
- COc1ccc(C)cc1NC(=S)NN1CCN(C)CC1
→ -1	12	-2	10	-19	34	-0.5	5	-9
- Cc1ccc(NC(=S)NC2CC3CCC(C2)N3Cc2ccco2)c(C)c1 (stereo not given)
→ -3	0	-7	2	12	1	-0.3	5	-1
- CN(C)c1ccc(/C=N/NC(=O)C2COc3ccccc3O2)o1 (stereo not given)
→ -4	4	-1	-4	-15	7	nt	2	-3
- Cc1n[nH]c(C)c1S(=O)(=O)N1CCOCC1
→ 5	-1	2	-22	-15	-3	0.5	10	8
- O=C(c1cccc(S(=O)(=O)N2CCOCC2)c1)N1CCCc2ccccc21
→ -1	0	1[fluorescence artefact?]	-19	-26	-2	-0.3	2	-5
- CCCCC(NC(=O)c1ccccc1)C(=O)OCC(=O)N1c2ccccc2Sc2ccccc21 (stereo not given)
→ 6	-3	-13	-2	-22	-1	0.2	11	-5
- COc1ccccc1C(c1nnnn1C(C)(C)C)N1CCCc2ccccc21 (stereo not given)
→ 2	-3	-1	67*!	13	nt	-0.1	10	3
